PAFAH1B3 inh: PAFAH1B3 enzyme inhibitors, primary screen, biochemical, fluorescence polarization, human; recombinant PAFAH1B3, FP-rhodamine probe; Platelet-activating factor acetylhydrolase IB subunit alpha1 (Homo sapiens), Q15102; 340,000 compounds, 0.28% hits; inhibition, % at 3.39 µM;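 active means inhibition above the screen-wide average of all tested compounds plus 3 SD, cut at about 25% in these data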;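 further: 0% = enzyme with DMSO only and 100% = wells lacking PAFAH1B3 protein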
Target sequence (Q15102 whole entry, looked up): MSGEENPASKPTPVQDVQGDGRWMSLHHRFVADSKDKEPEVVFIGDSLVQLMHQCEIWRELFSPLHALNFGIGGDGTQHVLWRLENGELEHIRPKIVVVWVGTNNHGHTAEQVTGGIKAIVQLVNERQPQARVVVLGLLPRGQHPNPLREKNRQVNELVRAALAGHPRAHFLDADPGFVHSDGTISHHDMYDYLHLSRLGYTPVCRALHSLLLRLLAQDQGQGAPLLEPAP
PAD4 inh: human PAD4 inhibitors, primary screen, biochemical, fluorescence polarization, 1536-well format; Protein-arginine deiminase type-4 (Homo sapiens), Q9UM07; AID 485272, 2010; 330,000 compounds, 0.41% hits; inhibition, % at 6.36 µM; recombinant PAD4, RCA probe fluorescence polarization;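 active means percent inhibition above a cutoff equal to the mean of all tested compounds plus 3 SD, cut at about 15% in these data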;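 further: 0% = PAD4 with RCA probe and DMSO and 100% = probe without PAD4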
GSTO1 inh: inhibitors of recombinant GSTO1, primary screen, counter-screen for RBBP9 inhibitor project, biochemical, fluorescence polarization | Glutathione S-transferase omega-1 (Homo sapiens), P78417 | activity-based probe fluorescence polarization | inhibition, % at 5.96 µM | 300,000 compounds, 1.1% hits;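 active means inhibition above the campaign mean inhibition plus 3 SD, cut at about 35% in these data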;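 further: 0% = GSTO1-1 with DMSO and 100% = wells lacking GSTO1-1 enzyme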
EBNA-1 inh: EBNA-1 DNA-binding inhibitors, primary screen, biochemical, fluorescence polarization. inhibition, % at 14.8 µM. 300,000 compounds, 0.34% hits; in the data active means inhibition above about 28%
PAFAH2 FP inh: PAFAH2 enzyme inhibitors, primary screen, biochemical, fluorescence polarization, human. Platelet-activating factor acetylhydrolase 2, cytoplasmic (Homo sapiens), Q99487. recombinant PAFAH2, FP-rhodamine activity probe. inhibition, % at 3.39 µM. 340,000 compounds, 0.99% hits. AID 492956, 2010;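 active means inhibition above the mean over all tested compounds plus 3 SD, cut at about 30% in these data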;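 further: inhibitors block probe labeling of enzyme so polarization drops; 0% = enzyme with DMSO and 100% = wells lacking PAFAH2 protein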
PREPL inhibitor: PREPL enzyme inhibitors, primary screen, biochemical, fluorescence polarization | recombinant PREPL, fluorescence polarization activity-based probe | 320,000 compounds, 0.68% hits | inhibition, % at 5.96 µM; in the data active means inhibition above about 43%;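 further: 0% = enzyme with DMSO and 100% = wells lacking enzyme; many of its hits are not listed in these tables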
Target sequence (Q4J6C6 whole entry, looked up): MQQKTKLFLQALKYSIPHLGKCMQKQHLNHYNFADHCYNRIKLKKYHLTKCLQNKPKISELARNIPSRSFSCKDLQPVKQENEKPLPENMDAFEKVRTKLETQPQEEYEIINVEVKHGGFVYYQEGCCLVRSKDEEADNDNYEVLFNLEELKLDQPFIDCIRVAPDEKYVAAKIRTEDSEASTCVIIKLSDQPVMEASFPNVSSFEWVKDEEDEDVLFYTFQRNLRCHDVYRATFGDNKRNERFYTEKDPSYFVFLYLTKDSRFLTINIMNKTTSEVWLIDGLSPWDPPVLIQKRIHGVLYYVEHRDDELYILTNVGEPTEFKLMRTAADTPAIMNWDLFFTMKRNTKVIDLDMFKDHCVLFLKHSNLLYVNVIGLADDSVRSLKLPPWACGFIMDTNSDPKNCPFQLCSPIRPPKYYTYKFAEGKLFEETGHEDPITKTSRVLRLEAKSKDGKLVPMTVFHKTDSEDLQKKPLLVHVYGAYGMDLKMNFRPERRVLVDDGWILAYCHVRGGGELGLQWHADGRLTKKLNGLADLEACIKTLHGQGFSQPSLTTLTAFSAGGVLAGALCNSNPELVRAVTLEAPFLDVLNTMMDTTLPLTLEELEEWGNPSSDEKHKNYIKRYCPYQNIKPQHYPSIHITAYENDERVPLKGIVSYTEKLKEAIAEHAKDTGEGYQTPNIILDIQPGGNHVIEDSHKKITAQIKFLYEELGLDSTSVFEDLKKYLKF
LYPLA1 inh: LYPLA1 inhibitors, primary screen, counter-screen for PME1 inhibitor project, biochemical, fluorescence polarization, FP-Rh probe ABPP; recombinant LYPLA1; Acyl-protein thioesterase 1 (Homo sapiens), O75608; 320,000 compounds, 0.16% hits; inhibition, % at 5.9 µM;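 active means inhibition above the mean of all tested compounds plus 3 SD, set per campaign, cut at about 14% in these data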;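 further: inhibitors block serine hydrolase probe labeling of LYPLA1 so polarization falls; 0% = enzyme with DMSO and 100% = wells lacking LYPLA1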
LYPLA2 counter: LYPLA2 inhibitors, primary screen, counter-screen for PME1 inhibitor project, biochemical, fluorescence polarization, FP-Rh probe ABPP; recombinant LYPLA2; inhibition, % at 5.9 µM; 320,000 compounds, 0.38% hits; AID 2177, 2009;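 active means inhibition above the screen-wide mean plus 3 SD, limit set per campaign, cut at about 26% in these data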;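 further: 0% = LYPLA2 with DMSO and 100% = wells lacking LYPLA2 enzyme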
ZTA DNA inh: blocks Epstein-Barr virus ZTA, an EBNA-1 counter-screen. P03206. ZTA-DNA binding, fluorescence polarization. inhibition, % at 11 µM. 320,000 compounds, 0.15% hits. AID 2234; in the data active means inhibition above about 33%
The depositor's hits bear a star; . = no result given.

SMILES	PAFAH1B3 inh	PAD4 inh	GSTO1 inh	EBNA-1 inh	PAFAH2 FP inh	PREPL inhibitor	LYPLA1 inh	LYPLA2 counter	ZTA DNA inh
COc1cccc(C(=O)COC(=O)c2n[nH]c(=O)c3ccccc23)c1	2	-2	-2	-2	-2	7	-1	-4	-1
c1ccc(CCNc2ncnc3sccc23)nc1	-1	5	0	-4	-7	-9	-4	1	-1
COc1ccc(NC(=O)COC(=O)Cc2c(F)cccc2Cl)cc1OC	1	1	-1	-23	10	3	1	-1	14
COc1cccc(/C=C2\SC(=O)N(CCC(=O)N3CCCCC3CCO)C2=O)c1 (stereo unspecified)	0	4	-4	-7	-2	25	0	-1	-15
Cc1ccc(S(=O)(=O)N2CCN(S(=O)(=O)c3ccccc3)C2c2ccc(N(C)C)cc2)cc1 (stereo unspecified)	3	1	2	-2	8	9	0	7	-4
Cc1cccc(NC(=O)Nc2cccc(C#N)c2)n1	2	-1	-7	7	-5	-6	1	0	11
Cc1ccccc1NC(=O)C1CCCN(S(=O)(=O)c2ccc(-n3cnnn3)cc2)C1 (stereo unspecified)	4	0	3	1	-1	-3	-2	0	6
Cc1ccc(/C=N/NC(=O)c2nnn(-c3nonc3N)c2-c2ccccc2)o1	3	-2	-2	13	0	9	0	5	2
CC1CN(C(=O)Cn2c(C(F)(F)F)nc3ccccc32)CC(C)O1 (stereo unspecified)	11	0	3	-8	-1	7	3	6	10
COc1ccc(C(C(=O)NC2CCCCC2)N(C(=O)c2snc(C(N)=O)c2N)c2ccccc2OC)cc1 (stereo unspecified)	8	-1	-5	-3	-6	-3	-4	-15	-3
CC(Cc1ccccc1)NC(=S)CN1CCCC1=S (stereo unspecified)	7	1	0	9	2	1	5	1	8
CSc1nn2c(C(F)(F)F)cc(C(F)(F)F)nc2c1C(N)=O	-2	3	3	0	-7	-2	4	3	-13
CCC(NC(=O)c1cccc(Cn2nc(C)c([N+](=O)[O-])c2C)c1)c1ccc(C(C)C)cc1 (stereo unspecified)	1	-1	11	0	-12	3	-3	-2	-14
CCCc1[nH]nc2c1C(c1ccccc1OCC)C(C#N)=C(N)O2 (stereo unspecified)	10	-3	-10	1	1	7	1	-4	1
Cc1ccc(C(=O)C2CCN(CC(=O)Nc3ccccc3C)CC2)cc1	10	-1	-1	5	0	15	-2	2	8
COCCN1C(=NCCCOC(C)C)N[C@@H](c2ccccc2)C(C(=O)OC)=C1C	4	2	-2	15	3	4	0	-1	13
CC1=CC(C)(C)n2c(O)c(N=NC(N)=S)c3cccc1c32	0	-4	3	6	0	5	0	-2	1
CCn1c2ccccc2c2cc(N=C3SC(CC(=O)Nc4ccccc4OC)C(=O)N3CCOC)ccc21 (stereo unspecified)	0	5	0	8	-7	6	-8	1	-10
CCCCCn1c(C(Cc2ccccc2)NC(=O)COC)nc2ccccc21 (stereo unspecified)	15	4	4	-2	3	0	-3	-1	20
CC(=O)Nc1c(NCC(C)C)c2ccccc2oc1=O	6	2	1	-11	-1	7	-1	4	3
CCn1nnnc1NC(=O)c1cc(Cl)c(OC)c(Cl)c1	3	-5	-1	-3	1	-5	3	1	6
O=C(COc1ccc(Cl)cc1Br)NNC(=O)C(=O)N1CCCCC1	13	-3	10	-2	8	25	-1	-2	-5
O=C(NCC(=O)N1CCCCCCC1)c1cccc([N+](=O)[O-])c1	11	-1	.	.	4	14	-1	0	2
COc1ccc2c(C)cc(SCC(=O)N(C)C3CCS(=O)(=O)C3)nc2c1 (stereo unspecified)	-3	-2	-7	-7	9	4	-1	1	-12
O=C(NCc1cccnc1)c1nc(-c2cccs2)no1	3	3	9	3	2	1	7	8	-16
The listing continues.
SMILES	PAFAH1B3 inh	PAD4 inh	GSTO1 inh	EBNA-1 inh	PAFAH2 FP inh	PREPL inhibitor	LYPLA1 inh	LYPLA2 counter	ZTA DNA inh
CCOC(=O)N1CCN(C(=O)c2ccccc2N(C)S(C)(=O)=O)CC1	1	0	2	-9	-1	4	-2	5	-6
Cc1cc(=O)n2nc(N3CCCC(C(=O)NCc4ccc(Cl)cc4)C3)sc2n1 (stereo unspecified)	5	-2	2	3	7	4	3	6	-8
CC(C)NC(=O)c1onc(CSc2ccncc2)c1C(=O)NC(C)C	8	-4	4	-9	4	9	-1	-1	1
COc1ccc(S(=O)(=O)Nc2ccccc2)cc1OC	6	3	-9	8	8	21	3	10	11
CC[C@@]1(C(=O)OC)N[C@H](CN(C)C(=O)Nc2ccc(Cl)cc2)[C@@H]2C(=O)N(Cc3ccccc3)C(=O)[C@@H]21	6	-2	.	.	6	18	.	.	.
Cc1cccc(NC(=O)COC(=O)CCCC2=NS(=O)(=O)c3ccccc3N2)c1	13	4	-13	-2	5	0	0	4	12
O=C(Cn1cc(C(F)(F)F)ccc1=O)N/N=C/c1cccc(Cl)c1	0	3	-1	-5	-8	2	2	3	6
COc1ccccc1/C=C(/C(=O)OCC(N)=O)c1ccccc1	5	-3	3	15	6	6	2	6	-21
Cc1cc(NC(=O)CN2C(=O)NC(CC(C)C)C2=O)no1 (stereo unspecified)	0	-2	.	.	-18	16	.	.	.
COc1ccc(OCCn2c(=O)sc3ccccc32)cc1	5	-1	1	0	1	-1	6	3	-2
Cc1cc(C)cc(NC(=O)CCn2ccnc2)c1	4	0	6	-4	1	-13	-1	2	-22
O=C(Nc1cc(F)ccc1F)C1CCN(S(=O)(=O)c2cccc3nonc23)CC1	0	-8	-3	-2	-4	4	-1	3	-16
COc1cc(N/N=C(\C)c2ccc(N)cc2)nc(-c2ccccc2)n1	9	-6	-6	-6	5	4	0	-3	10
NS(=O)(=O)c1cccc(NC(=O)COC(=O)CCCc2c[nH]c3ccccc23)c1	1	-2	-4	8	1	-10	-7	-6	13
CCOC(=O)N1CCN(C(=O)c2ccc(NC(=O)CC)cc2)CC1	9	0	-2	0	-2	21	-1	8	-9
Cc1nc2ccccc2cc1C(=O)N/N=C/c1cccc([N+](=O)[O-])c1	6	0	3	5	1	-9	3	4	15
CCN(CC)S(=O)(=O)c1cccc(C(=O)N/N=C/c2ccc([N+](=O)[O-])o2)c1	6	-18	7	-8	5	13	1	0	-5
CC(C)Oc1ccc(CNC(=S)Nc2ccccc2)cc1Cl	6	-3	-4	-1	1	10	-3	4	-6
Cc1ccccc1N1CCN(C(=S)c2ccc(-c3cccc([N+](=O)[O-])c3)o2)CC1	-1	3	3	2	-6	21	-4	-1	6
O=C(O)CC(O)(CC(=O)O)C(=O)O	-2	1	-3	-6	-2	-7	-2	1	-16
O=S(=O)(CCSc1ccc(C(F)(F)F)cn1)c1ccc(Cl)cc1	-2	3	0	6	-3	-5	2	8	-15
O=C(NC1CC1)C1CCCN(C(=O)NC2CCCCC2)C1 (stereo unspecified)	-5	-3	7	0	3	1	2	0	16
CCS(=O)(=O)N1Cc2ccccc2CC1C(=O)Nc1nnc(C2CC2)s1 (stereo unspecified)	11	-2	-3	-4	0	5	2	6	-1
COc1ccc2nc3ccccc3nc2c1NC(=O)c1ccc(Cl)cc1	-8	-4	0	-10	-9	2	-3	5	-3
COC(=O)C1NN=C(C(=O)c2ccc(Cl)cc2)C1c1ccc(OC)cc1 (stereo unspecified)	1	-5	2	1	-8	-6	1	0	5
Other records follow.
SMILES	PAFAH1B3 inh	PAD4 inh	GSTO1 inh	EBNA-1 inh	PAFAH2 FP inh	PREPL inhibitor	LYPLA1 inh	LYPLA2 counter	ZTA DNA inh
CCOC(=O)NCc1ccc2[nH]c(C)cc2c1	4	-1	-2	5	9	-2	3	-1	-8
CC1CN(S(=O)(=O)c2cccc(C(=O)OCC(=O)c3cccs3)c2)CC(C)O1 (stereo unspecified)	10	2	5	-3	14	8	3	8	8
COc1ccc(CN2CCN(C(=O)CC(C)C)CC2)c2ccccc12	7	0	-7	-3	-8	5	2	2	12
Cc1cc2c(cc1S(=O)(=O)CCC(=O)N(C)C1CCCCC1)OCC(=O)N2	-1	-6	2	-8	-2	-6	-2	0	-4
CC1(C)C2CC[C@]3(C)C(CC=C4[C@@H]5C[C@](C)(CO)CC[C@]5(C(=O)O)CC[C@]43C)[C@@]2(C)CC[C@@H]1O (stereo partly specified)	.	0	-5	-11	.	5	0	0	11
Cc1cc(C)c2c(=O)n(CC(=O)NC3CCCC3)sc2n1	-4	4	0	7	-9	0	3	1	18
O=C(CN1CCCc2ccccc21)N/N=C/c1ccccc1O	5	-4	4	-4	10	23	0	5	-6
CC(=O)COc1cccc2ccc(/C=C/c3ccc(Br)s3)nc12	7	0	-1	11	-8	-23	-6	3	-11
CCCCn1nc2cc(C(=O)NCc3ccccc3OC)ccc2c1OCC	-6	5	3	9	1	-4	2	-2	2
CCOC(=O)C(CC)n1cnc2c(cnn2-c2ccc(Cl)cc2)c1=O (stereo unspecified)	3	2	3	-6	-4	19	-4	-2	-12
O=C(Nc1ccccc1)Nc1ccc(F)cc1F	3	-1	9	-6	4	-1	3	7	2
Cc1[nH]cnc1CSCc1ccc(Cl)cc1	-1	-3	4	-1	-3	-1	2	0	-3
CC1=C(C#N)C(c2cccnc2)C2=C(CC(c3ccc(Cl)cc3)CC2=O)N1 (stereo unspecified)	7	-4	7	18	-3	26	2	2	5
COc1ccc(OC)c(N=c2ssnc2Cl)c1	5	6	6	3	-6	3	-3	-2	-1
COc1ccc(Cc2noc(CN3CCN(Cc4cccc(Cl)c4)CC3)n2)cc1OC	8	-6	5	-9	0	6	6	3	6
CCc1cccc(OCCn2nc(C(=O)O)c3ccccc3c2=O)c1	-5	-5	5	-7	0	-7	-6	-1	8
Cn1ccnc1SCC(=O)NCC(=O)Nc1ccc(F)c(F)c1F	10	-4	.	.	1	9	.	.	.
NC1=NC(=O)/C(=C/c2cn(CCC(=O)O)nc2-c2ccc(F)cc2)S1	8	-3	1	-2	4	-3	-1	5	1
CCCCc1cc(=O)oc2cc(OC(C)C(=O)NCCN3CCOCC3)c(Cl)cc12 (stereo unspecified)	6	-6	6	-13	10	11	1	-2	-5
CCOc1ccc(C2C(C#N)=C(N)N(c3sc4c(c3C#N)CCCC4)C3=C2C(=O)CCC3)cc1 (stereo unspecified)	5	-45	9	12	10	-1	-12	-21	-19
COc1ccc(-n2c(SCC(=O)c3c(N)n(C)c(=O)n(C)c3=O)nc3ccccc32)cc1	-8	-16	-4	6	-7	0	0	-1	-2
COc1ccc([C@@H]2CC=C(C(=O)O)[C@H](c3ccc(C(C)(C)C)cc3)N2S(=O)(=O)c2ccc(C)cc2)cc1OC	-2	-11	.	.	-3	0	.	.	.
COc1ccc(S(=O)(=O)CC(=O)c2cc(C)c(O)c(C)c2)cc1	6	-2	3	-13	0	10	-3	-2	11

Retrieved one by one from above (five):
SMILES	PAFAH1B3 inh	PAD4 inh	GSTO1 inh	EBNA-1 inh	PAFAH2 FP inh	PREPL inhibitor	LYPLA1 inh	LYPLA2 counter	ZTA DNA inh
CC1CN(C(=O)Cn2c(C(F)(F)F)nc3ccccc32)CC(C)O1 (stereo unspecified)	11	0	3	-8	-1	7	3	6	10
Cn1ccnc1SCC(=O)NCC(=O)Nc1ccc(F)c(F)c1F	10	-4	.	.	1	9	.	.	.
COCCN1C(=NCCCOC(C)C)N[C@@H](c2ccccc2)C(C(=O)OC)=C1C	4	2	-2	15	3	4	0	-1	13
O=C(NCc1cccnc1)c1nc(-c2cccs2)no1	3	3	9	3	2	1	7	8	-16
COc1ccc(Cc2noc(CN3CCN(Cc4cccc(Cl)c4)CC3)n2)cc1OC	8	-6	5	-9	0	6	6	3	6

Screens from PubChem.

Some of the compounds tested (hit frequency here may not be typical).
